D1 potentiator – potentiators of human D1 dopamine receptor. P21728. HEK293 TREx D1 cells, calcium flux, dopamine EC20 potentiation. potentiation, % at 10 µM. 360,000 tested, 0.036% active. AID 504651; in the data active = potentiation above about 30%; also: 0% is about no effect
Target sequence (P21728 whole entry, looked up): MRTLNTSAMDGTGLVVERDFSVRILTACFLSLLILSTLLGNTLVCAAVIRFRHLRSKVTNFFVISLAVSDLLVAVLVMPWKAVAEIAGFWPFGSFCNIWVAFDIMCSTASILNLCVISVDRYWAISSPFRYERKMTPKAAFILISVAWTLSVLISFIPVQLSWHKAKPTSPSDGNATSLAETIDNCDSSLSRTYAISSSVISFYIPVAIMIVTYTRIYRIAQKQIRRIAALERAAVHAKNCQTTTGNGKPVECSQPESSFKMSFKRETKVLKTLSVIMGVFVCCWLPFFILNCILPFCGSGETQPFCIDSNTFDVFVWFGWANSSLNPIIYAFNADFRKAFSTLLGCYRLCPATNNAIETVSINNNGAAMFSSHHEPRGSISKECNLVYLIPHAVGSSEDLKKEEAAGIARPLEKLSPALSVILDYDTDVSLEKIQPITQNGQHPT
TRHR enhancer – allosteric enhancers of human TRH receptor | TRHR cells, fluo-8 calcium fluorescence, EC20 TRH enhancement | enhancement, % at 2 µM | 360,000 tested, 0.66% active | AID 493056; in the data active = enhancement above about 30%; also: 0% is about no effect
Target sequence (P34981 whole entry, looked up): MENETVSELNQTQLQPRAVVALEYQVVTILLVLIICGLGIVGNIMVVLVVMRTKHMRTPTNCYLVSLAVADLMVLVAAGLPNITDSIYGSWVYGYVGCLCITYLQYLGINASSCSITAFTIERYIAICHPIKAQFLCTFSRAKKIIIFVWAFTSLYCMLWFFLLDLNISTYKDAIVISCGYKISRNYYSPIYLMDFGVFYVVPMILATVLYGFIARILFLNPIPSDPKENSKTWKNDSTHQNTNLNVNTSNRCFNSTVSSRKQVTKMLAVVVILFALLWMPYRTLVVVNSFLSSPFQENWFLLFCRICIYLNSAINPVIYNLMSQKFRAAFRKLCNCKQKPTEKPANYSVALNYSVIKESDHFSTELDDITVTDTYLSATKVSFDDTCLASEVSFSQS
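TRHR-expressing cells loaded with fluo-8 calcium dye were read kinetically (ex 480/em 530) during compound addition, then stimulated with an EC20 of TRH (10 nM final). Enhancement of the Gq-mediated intracellular calcium response was scored.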
D2 PAM – positive allosteric modulators of human D2 dopamine receptor | P14416 | HEK293 T-REx D2, calcium flux, EC20 dopamine potentiation | potentiation, % at 10 µM | 340,000 tested, 0.34% active;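 active = potentiation over 3 SD above the plate norm, cut at about 30% in these data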; also: 0% is about no effect
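Cells plated with tetracycline inducer and held overnight at 30 C; calcium dye loaded 30–90 min at room temperature; baseline taken, compound added and read 180 s; EC20 dopamine then added and read 180 s.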
RXFP1 ag – RXFP1 (human) receptor agonism; Potency, µM (doses to about 57.5 µM), for inactives: top-dose activation, actives largely listed as activators; AID 2676; HEK293T-RXFP1 cAMP TR-FRET, 30 min; response scale: percent of porcine relaxin response, buffer zero; Q9HBX9; 370,000 tested, 0.3% active; active = well fitted activation curve with a large enough effect; also: potency is read from the fitted curve at half-maximal effect; % is scaled to controls: 0 for no effect and ±100 for the full control effect; nearly all actives have a fitted effect of over 60% in size; many of its hits are not listed in these tables
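Agonist response is measured as cAMP accumulation in an RXFP1-transfected HEK293T line under PDE4 inhibition. Values are scaled between buffer-only and 29 nM porcine relaxin, and EC50s come from standard Hill equation fits.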
D2 antagonist – D2 dopamine receptor (human) antagonism. inhibition, % at 10 µM. 340,000 tested, 2% active. HEK293 TREx D2 cells, calcium flux, dopamine EC80. AID 485344; in the data active = inhibition above about 30%; also: 0% is about no effect
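Tetracycline-induced HEK293 T-REx cells expressing D2 force-coupled to calcium signalling were dye-loaded, exposed to compound for 180 s, then challenged with an EC80 of dopamine; calcium flux was followed kinetically for a further 180 s.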
RXFP1 antagonist – antagonists of human relaxin receptor RXFP1; HEK293-RXFP1, relaxin-stimulated cAMP HTRF, 30 min; stronger effect = lower value; activity change, negative = inhibition, % at 57.5 µM; 350,000 tested, 0.59% active;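 active = activity change of -60% or lower, but not beyond a set lower limit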; also: % is scaled to controls: 0 for no effect and ±100 for the full control effect
D1 antagonist – blocks dopamine activation of the human D1 receptor | activity change, negative = inhibition, % at 10 µM | AID 504652 | HEK293 TREx D1 cells, calcium flux, dopamine EC80; stronger effect = lower value | 360,000 tested, 3.2% active; in the data active = activity change below about -30%; also: % is scaled to controls: 0 for no effect and ±100 for the full control effect
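Using tetracycline-induced force-coupled D1 Hek293 cells and a calcium dye, signals were followed for 180 s after compound, then for 180 s after EC80 dopamine, to detect inhibitors.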
D2 ag – activates the human D2 dopamine receptor; HEK293 T-REx D2 cells, calcium flux agonist mode; activation, % at 2 µM; AID 485358; P14416; 340,000 tested, 0.53% active;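 active = activation over 3 SD above normal in the single-dose calcium agonist read, cut at about 30% in these data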; also: 0% is about no effect
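Calcium-flux readout, 1 cycle/sec over 180 s following compound pin transfer, in inducible HEK293 Trex D2 cells (force-coupled); dopamine controls included. Positive calcium responses during this window marked compounds as potential agonists.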
D1 agonist – activates the human D1 dopamine receptor; 360,000 tested, 1% active; activation, % at 2 µM; HEK293 T-REx D1 cells, calcium flux, agonist mode; in the data active = activation above about 30%; also: 0% is about no effect
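Tetracycline-induced HEK293 TREx D1 cells, force-coupled to calcium signalling, were dye-loaded with a no-wash calcium kit. Compound was pin-added after a 10 s baseline. Fluorescence was read kinetically at 1 cycle/s for 180 s, with calcium rises flagged as agonism.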
An asterisk follows results filed as active; · = not tested or not shown. An excerpt. The share of hits here may be higher or lower than overall.

mol	D1 potentiator	TRHR enhancer	D2 PAM	RXFP1 ag	D2 antagonist	RXFP1 antagonist	D1 antagonist	D2 ag	D1 agonist
NC(=O)N=Nc1c(O)[nH]c2c(Br)cc(Br)cc12	-7.7	3.0	·	0.6%	·	·	2.4	·	-2.6
O=C1N(c2ccccc2)C[C@@H]2C[C@@H](c3cc4ccccc4o3)N3CCC[C@@]123	-0.9	1.2	7.9	-0.3%	-1.3	-7.7	13.3	0.6	-0.1
Cc1[nH]n(-c2ccccc2)c(=O)c1N=Nc1ccccc1O	-3.9	-3.4	-2.2	3.0%	13.2	-29.0	-16.8	3.9	32.0*
CCc1ccc(C(=O)NNC(=O)C2CCN(c3ncnc4sc(C)c(C)c34)CC2)cc1	-1.1	5.9	-11.2	1.6%	-3.5	-8.7	10.5	0.5	3.3
CCN1CCN(Cc2cc(=O)oc3cc4c(cc23)CCC4)CC1	-0.9	-0.1	-29.2	2.2%	-2.8	-4.4	3.6	1.5	2.4
COc1ccc(OC)c(-c2noc(N3CCN(c4cccc(C(F)(F)F)c4)CC3)n2)c1	-3.4	1.1	·	1.0%	·	·	-6.4	2.7	8.0
CCn1c(CNc2ccccc2Cl)nnc1SCC(=O)NCc1ccccc1	-6.8	3.2	-6.0	2.2%	-1.5	-11.6	-4.1	-0.7	0.8
CCNc1ccc(Br)cc(C(=O)/C=C/c2c(Cl)cccc2Cl)c1=O	-6.6	5.4	48.4*	1.9%	-12.6	-23.5	-9.9	0.4	2.3
COc1ccc(-n2c(-c3ccccc3)cc3c2CCCC3=O)cc1	-12.4	3.4	8.2	4.0%	2.5	-6.4	-10.8	-1.7	7.4
CCOC(=O)Cc1csc(NC(=O)c2csc(C)c2)n1	-7.8	-9.6	-18.2	0.8%	-16.2	-19.9	-19.9	61.4*	9.6
Cc1ccc2nc(N(CCCN(C)C)C(=O)c3ccc(S(=O)(=O)N4CCOCC4)cc3)sc2c1	-9.1	-2.2	·	1.1%	·	-10.6	3.8	·	7.5
CCN1CCN(c2cc(C)c3cc(NC(=O)Cc4ccc(OC)c(OC)c4)ccc3n2)CC1	-1.8	0.7	-6.7	2.0%	-21.5	·	3.2	-0.1	-2.6
CC1CCc2sc3c(c2C1)c(=O)n(CC(=O)O)c(=O)n3Cc1ccc(Cl)cc1 (configuration not stated)	-6.8	8.7	0.9	4.4%	18.1	-17.9	-4.5	0.2	3.5
CCCCCCCN=CC1=C(O)CC(c2ccccc2)CC1=O (configuration not stated)	-0.7	0.8	-4.8	3.2%	0.5	-10.2	-6.5	-0.7	0.5
O=C(Nc1ccc(N2CCN(C(=O)c3cccs3)CC2)cc1)c1cccnc1	-6.6	1.4	4.0	-0.9%	0.0	7.2	-23.7	0.4	1.5
O=[N+]([O-])c1cc(-c2ccc(/C=N/n3cnnc3)o2)ccc1Cl	-4.3	-3.8	·	0.3%	·	0.7	-6.0	·	0.5
O=C(Nc1ccc(F)cc1)c1ccccc1Oc1ccc(C(F)(F)F)cc1[N+](=O)[O-]	-5.5	3.6	2.5	0.7%	-13.9	-3.4	-17.1	0.7	2.6
O=C(Cc1coc2ccc3ccccc3c12)Nc1nccs1	-3.7	-0.1	·	1.6%	·	4.7	-2.7	·	3.2
O=C1CC(c2ccccc2Cl)CC(O)=C1C=Nc1ccccc1 (configuration not stated)	-5.4	5.2	6.4	1.7%	-8.2	-8.7	-6.1	-0.1	1.4
CCOC(=O)C1=C(N)OC2=C(C(=O)CC(C)(C)C2)C1c1ccco1 (configuration not stated)	6.0	3.2	28.9	1.9%	-3.3	-5.2	15.9	-0.5	4.2

Entries of single compounds as entered above:
Listed for O=C(Nc1ccc(N2CCN(C(=O)c3cccs3)CC2)cc1)c1cccnc1 : D1 potentiator: -6.6; TRHR enhancer: 1.4; D2 PAM: 4.0; RXFP1 ag: -0.9%; D2 antagonist: 0.0; RXFP1 antagonist: 7.2; D1 antagonist: -23.7; D2 ag: 0.4; D1 agonist: 1.5
Listed for CCc1ccc(C(=O)NNC(=O)C2CCN(c3ncnc4sc(C)c(C)c34)CC2)cc1 : D1 potentiator: -1.1; TRHR enhancer: 5.9; D2 PAM: -11.2; RXFP1 ag: 1.6%; D2 antagonist: -3.5; RXFP1 antagonist: -8.7; D1 antagonist: 10.5; D2 ag: 0.5; D1 agonist: 3.3
Listed for CC1CCc2sc3c(c2C1)c(=O)n(CC(=O)O)c(=O)n3Cc1ccc(Cl)cc1 (configuration not stated) : D1 potentiator: -6.8; TRHR enhancer: 8.7; D2 PAM: 0.9; RXFP1 ag: 4.4%; D2 antagonist: 18.1; RXFP1 antagonist: -17.9; D1 antagonist: -4.5; D2 ag: 0.2; D1 agonist: 3.5

Further entries follow.
mol	D1 potentiator	TRHR enhancer	D2 PAM	RXFP1 ag	D2 antagonist	RXFP1 antagonist	D1 antagonist	D2 ag	D1 agonist
Cc1ccc(-c2nnc(N(C)C(=O)C3CCCO3)s2)cn1 (configuration not stated)	-1.4	4.5	-9.3	-0.3%	10.7	-4.2	-10.6	1.3	0.8
CCN(CC(=O)Nc1c(F)cccc1F)C(=O)/C=C/c1ccc(Br)s1	-3.7	-2.3	·	-1.3%	·	-24.2	-8.3	·	0.0
COc1cccc(/C=N/NC(=O)C[n+]2ccccc2)c1OC	2.0	-4.0	-24.9	0.3%	3.6	-4.7	11.3	0.7	-1.1
CC1C/C=C/C=C/C=C/C=C/C(O[C@@H]2O[C@H](C)[C@@H](O)[C@H](N)[C@@H]2O)CC2OC(O)(CC(O)CC3OC3/C=C/C(=O)O1)CC(O)C2C(=O)O (some centres not stated)	0.7	3.9	2.5	0.6%	0.0	·	-9.2	1.8	-0.2
CCc1ccc(NC(=O)Cn2nnc(C(=O)NCc3ccc4c(c3)OCO4)c2N)cc1	-0.2	5.6	·	0.1%	·	13.6	-6.3	·	0.8
NS(=O)(=O)c1cc(C(=O)OC2CCOC2=O)ccc1Cl (configuration not stated)	3.6	3.2	2.7	0.9%	7.6	-0.6	-5.0	-0.2	3.7
COc1ccc(-n2nnnc2SCC(=O)Nc2cccc(O)c2)cc1	-1.9	-6.1	2.7	1.6%	-5.0	-3.7	-2.1	-1.3	2.8
CCOC(=O)N1CCC(N(CCCOC)C(=O)Nc2ccc(CC)cc2)CC1	-0.7	5.2	-13.5	0.4%	-8.3	-3.5	4.4	17.2	-4.7
CN1CCN(NC(=O)/C=C/c2cccc(Cl)c2)CC1	0.2	8.4	-13.2	1.4%	5.1	-2.4	12.8	0.4	3.4
O=C(CCCOc1ccc(Cl)cc1Cl)NN1CCOCC1	-2.0	0.4	-3.2	0.2%	5.1	-2.6	-1.2	0.4	6.6
O=C(Nc1nccs1)c1ccc2c(c1)C(=O)N(Cc1cccnc1)C2=O	-0.7	4.4	7.8	7.7%	16.3	-11.1	-5.2	0.2	4.9
O=C(Nc1ccccc1F)c1ccc(CN2CCc3ccccc3C2)cc1	-1.2	-6.7	-30.5	1.7%	-22.5	-5.4	-18.3	-0.2	4.5
N#Cc1cc2c(nc1SCC(=O)N1CCCCC1)CCCC2	7.5	-11.1	·	-0.7%	·	-2.3	-4.8	·	0.2
CCOC(=O)c1[nH]c2ccc(Br)cc2c1NC(=O)CCN1CCC(C(=O)OCC)CC1	-6.7	10.3	-1.0	5.3%	-11.4	0.1	-4.9	0.4	3.4
Cn1c(SCC(=O)NCCNC(=O)CSc2nnc(C(F)(F)F)n2C)nnc1C(F)(F)F	-1.2	-22.5	-15.6	0.0%	32.6*	6.1	-32.1*	-0.2	-0.6
CC(C)OC(=O)CSc1nnc(-c2cccnc2)n1Cc1ccccc1	5.2	-3.1	-1.8	-1.0%	2.1	-2.0	4.9	0.5	4.6
S=C(NCc1ccccc1)N1CCn2cccc2C1c1cccnc1 (configuration not stated)	6.4	1.6	11.2	-0.8%	-0.7	1.8	-5.6	0.0	9.6
Cc1cc(C(=O)CSc2nnc(-c3ccco3)o2)c(C)n1CC1COc2ccccc2O1 (configuration not stated)	4.0	3.7	-0.1	0.7%	-10.2	-1.0	-13.4	0.8	8.2
Cc1ccc(OCCn2cc(C(=O)O)c3ccccc32)cc1	-6.7	-1.8	-3.9	1.1%	9.3	11.0	-17.5	0.0	-1.1
Nc1ncnc2oc(-c3ccco3)c(-c3ccco3)c12	-2.5	-2.5	-9.4	1.5%	2.8	5.7	5.2	-0.5	0.9
CSCCC(NC(=O)c1ccccc1C)C(=O)O (configuration not stated)	2.0	22.1	3.8	4.6%	6.3	-0.6	9.0	3.3	2.5
CCC(Sc1nc(C)cc(C)n1)C(=O)Nc1nccs1 (configuration not stated)	-10.9	-14.3	·	20.4%	·	-5.0	-8.0	·	5.9
CCc1ccc(NC(=O)C(CC)n2c(=O)c(C(F)(F)F)nc3ccccc32)cc1 (configuration not stated)	-1.9	12.2	7.4	6.1%	·	·	16.4	0.3	1.9
N/C(=N\N=C\c1ccc([N+](=O)[O-])cc1)c1nonc1N	-20.1	-2.3	0.0	-0.5%	-5.7	-0.6	-43.0*	-0.5	2.7
Cc1ccc(C)c(NC(=O)CSc2nnc(C3CCCCC3)o2)c1	-6.1	1.2	10.2	1.7%	24.6	-2.5	11.5	-1.1	0.1
O=C(c1cc(-c2ccc(Br)cc2)nc2ccccc12)N1CCN(c2ccccc2O)CC1	-3.8	0.8	13.2	-0.1%	-6.8	-17.2	-23.1	-1.2	1.5
Cc1ccc(S(=O)(=O)N2CCOCC2)cc1NC(=O)COc1cccc(-n2cnnn2)c1	·	4.1	7.7	5.0%	8.2	6.4	-1.6	1.2	4.7
CCOc1cc(CNc2ccc3c(c2)CCC3)ccc1OC	-3.0	8.5	-11.4	0.3%	5.0	·	-9.0	-0.4	-1.0
CC(C)Sc1nc2ccccc2n1CC(=O)NCc1ccc2c(c1)OCO2	5.0	-6.3	1.9	4.0%	4.3	13.1	3.8	0.3	1.1
COc1ccccc1-n1cnc2sc(-c3ccccc3)cc2c1=O	-6.4	0.8	-4.4	1.5%	4.0	-6.5	-21.7	0.7	3.4
CC(C)(C)CN1CCNC(=O)C1CC(=O)NCc1cccc(-n2cccn2)c1 (configuration not stated)	-7.0	-9.4	-17.3	-1.9%	-56.7	5.0	-1.5	0.1	1.6
COc1ccc(C)cc1NC(=O)CCNS(=O)(=O)c1ccc2c(c1)CCC(=O)N2	-6.2	-4.2	-8.1	2.1%	10.4	9.8	26.8	0.8	0.0
COc1ccc2nc(NC(=O)C3CCN(S(=O)(=O)c4cccs4)CC3)sc2c1	-5.3	-3.6	-4.1	-1.9%	-6.9	-18.5	-1.5	0.7	1.6
CCCCc1cc(=O)oc2cc(C)cc(OC(C)C(=O)NCc3ccncc3)c12 (configuration not stated)	4.4	-2.1	2.1	3.6%	-24.7	-1.6	0.1	-1.1	-0.1
